Screening data deposited in PubChem BioAssay by The Scripps Research Institute Molecular Screening Center.
MITF primary: blocks human microphthalmia-associated transcription factor. actives 0.91% (n = 650,000). AID 1259374. O75030. AlphaScreen MITF homodimerization, bead proximity signal. inhibition, % at 2.6 µM; in the data active = inhibition above about 50%;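 also: 0% = vehicle wells with protein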
Target sequence (O75030 whole entry, looked up): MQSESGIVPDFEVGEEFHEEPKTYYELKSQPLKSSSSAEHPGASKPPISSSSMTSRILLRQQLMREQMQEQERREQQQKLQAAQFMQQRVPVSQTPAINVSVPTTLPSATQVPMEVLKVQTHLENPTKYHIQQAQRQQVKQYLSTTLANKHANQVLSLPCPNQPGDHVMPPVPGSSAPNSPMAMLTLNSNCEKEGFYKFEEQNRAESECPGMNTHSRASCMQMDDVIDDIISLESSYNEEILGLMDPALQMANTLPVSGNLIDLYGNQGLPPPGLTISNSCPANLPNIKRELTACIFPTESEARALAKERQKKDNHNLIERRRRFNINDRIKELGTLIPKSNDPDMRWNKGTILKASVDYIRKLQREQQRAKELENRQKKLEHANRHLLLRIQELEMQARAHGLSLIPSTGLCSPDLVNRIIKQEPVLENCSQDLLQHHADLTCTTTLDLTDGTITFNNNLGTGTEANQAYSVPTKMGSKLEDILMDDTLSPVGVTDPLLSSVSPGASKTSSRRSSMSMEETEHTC
GPR151 activ: activators of human GPR151 | activation, % at 11.2 µM | PathHunter beta-arrestin GPR151 cells, luminescence | actives 1% (n = 650,000) | Q8TDV0; in the data active = activation above about 4.9%;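 also: 0% = median of compound wells and 100% = cells with positive control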
Target sequence (Q8TDV0 whole entry, looked up): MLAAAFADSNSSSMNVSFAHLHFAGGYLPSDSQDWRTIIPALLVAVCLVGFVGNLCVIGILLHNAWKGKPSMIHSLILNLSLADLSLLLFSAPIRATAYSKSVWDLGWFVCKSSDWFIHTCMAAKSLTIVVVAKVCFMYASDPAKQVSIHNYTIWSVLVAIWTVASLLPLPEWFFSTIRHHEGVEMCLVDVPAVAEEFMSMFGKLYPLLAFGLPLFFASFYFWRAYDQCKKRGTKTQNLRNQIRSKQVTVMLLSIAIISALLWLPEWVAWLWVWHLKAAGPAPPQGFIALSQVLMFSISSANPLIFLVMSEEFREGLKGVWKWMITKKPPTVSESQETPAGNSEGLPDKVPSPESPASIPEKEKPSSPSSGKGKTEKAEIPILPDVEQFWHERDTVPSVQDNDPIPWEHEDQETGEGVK
FBW7 activator: human FBW7 E3 ligase activation, primary screen. AlphaScreen FBW7–phospho-cyclin E peptide binding, activator screen. AID 1259310. normalized activity (activation), % at 26.1 µM. actives 0.13% (n = 650,000). Q969H0; in the data active = normalized activity above about 1.9%;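 also: purified mutant Fbw7 with reduced substrate affinity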
TEAD-YAP inh: TEAD-YAP interaction inhibition; actives 1.4% (n = 640,000); AID 1259422; HEK-TIYL cells, TEAD-Gal4/YAP UAS-luciferase luminescence; inhibition, % at 9.12 µM; in the data active = inhibition above about 32%;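 also: 0% = median of test compound wells and 100% = reference inhibitor wells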
* = called active by the depositor; / = no result given.

SMILES | MITF primary | GPR151 activ | FBW7 activator | TEAD-YAP inh
CN1C(=O)[C@H]2CN(C(=O)NC3CCCCC3)CCN2C(=O)[C@@H]1Cc1ccccc1 | 74* | 1.1 | -0.3 | 1
O=C(OCCN1C(=O)c2cccc3c(N4CCOCC4)ccc(c23)C1=O)c1ccc(Cl)cc1Cl | 12 | 0.6 | 0.0 | -5
CC1(C)CC(=O)C2=C(C1)N(c1sc3c(c1C#N)CCCC3)C(N)=C(C#N)C2c1ccc(Cl)cc1 (centres undefined) | 7 | -0.5 | 0.1 | -5
CC(=O)c1ccc(NS(=O)(=O)c2cc(Br)cnc2N)cc1 | 13 | -1.4 | 0.2 | 4
Cc1cccc(C(=O)Nc2ccc(NC(=O)c3ccc([N+](=O)[O-])o3)cc2)c1 | 20 | -1.4 | 0.1 | 8
COC(=O)c1ccc(/C=N\NC(=O)c2c(C)nc3ccc(Cl)cn23)cc1 | 13 | 0.2 | 0.1 | 8
CCOC(=O)N1CCN(Cc2ccc(O)c3ncccc23)CC1 | 71* | -0.3 | -0.8 | 5
NC(=O)c1nsc(C(=O)N(CC(=O)NC2CCCC2)c2cnc3ccccc3c2)c1N | 15 | -0.3 | 0.2 | -4
CC(=O)Nc1ccc(-c2nc3ccc(NC(C)=O)cc3s2)cc1 | -15 | 2.3 | 0.6 | -50
O=C(NCC1CCC2(CCN(Cc3cc4ccccc4[nH]3)CC2)O1)C1CCCO1 (centres undefined) | -6 | 0.7 | 0.0 | 5
CCOC(=O)CC(=O)CSc1nc2c(sc(=S)n2-c2ccccc2C)c(=O)n1-c1ccc(OCC)cc1 | 7 | 0.1 | 0.2 | 0
COc1cc(C(=O)NCc2ccc(C(=O)NCC3CCCO3)cc2)cc(OC)c1OC (centres undefined) | -4 | 0.3 | -0.2 | -8
CCOC(=O)c1c(NC(=O)CCOc2ccccc2)sc2c1CCCC2 | 8 | -1.6 | 0.6 | -2
COc1cc(/C=N/N2CCOCC2)ccc1OCc1ccc(Cl)cc1 | 10 | 1.8 | 0.0 | -53
CCC(C)C1NC(=S)N(Cc2ccccc2)C1=O (centres undefined) | -3 | 0.1 | -0.6 | 5
Cc1ccc(C(N)C(=O)N2CCC(Nc3ccc4[nH]ncc4c3)C2)cc1 (centres undefined) | 20 | -0.3 | -0.8 | 6
CCN(Cc1ccncc1)Cc1ccc2c(c1)CN(Cc1ccc3c(c1)OCCO3)CCO2 | 2 | -0.7 | 0.0 | 0
CCC(=O)Nc1sc2c(c1C(N)=O)CCC(C(C)(C)C)C2 (centres undefined) | 3 | 0.8 | -0.1 | 0
CC(=O)Oc1c2c(c[n+](C)c1C)COC(C)OC2 (centres undefined) | -17 | 0.6 | -0.1 | -2
CCCc1cc(-c2oncc2-c2ccccc2)c(O)cc1OC | 0 | 0.9 | -0.2 | 3
Cc1cccc(C(=O)Nc2ccc(N3CCCCC3)cc2)c1 | 12 | -7.1 | -0.1 | 12
COCCNC(=O)C1CCN(c2nc(C)cc(C)n2)CC1 | 11 | -0.6 | 0.5 | -1
N#CC1=C(SCC(=O)Nc2nccs2)NC(=O)CC1c1ccc(Cl)cc1 (centres undefined) | 13 | 2.6 | 0.2 | 3
O=C(NCCO)c1cc[n+](CC(=O)c2cccs2)cc1 | 6 | -0.1 | -0.1 | -7
O=[N+]([O-])c1cccc(S(=O)(=O)Nc2cccc(-c3cn4ccccc4n3)c2)c1 | 9 | -0.6 | 0.0 | 0
Cc1ccc(S(=O)(=O)N(C)CC(=O)NCCCc2ccccc2)cc1 | 3 | -0.8 | -0.1 | -5
COCCNC(=O)c1ccc(-c2ccc(C)cc2)nc1NCC1CC1 | -3 | -0.6 | 0.2 | -4
COc1cccc(NC(=O)CCN2CCC(C(N)=O)CC2)c1 | 1 | 2.1 | 0.2 | 4
O=C(Cn1nc(-c2ccccc2)ccc1=O)NC1CC1 | -5 | -0.1 | -0.2 | -8
O=C(CCCCCn1c(SCC(=O)NCc2ccco2)nc2cc3c(cc2c1=O)OCO3)NCc1ccc2c(c1)OCO2 | 3 | -0.9 | -0.1 | -4
O=C1NC(=S)S/C1=C\c1ccc(Cl)c([N+](=O)[O-])c1 | 2 | 1.5 | -0.1 | 1
CCOC(=O)c1c(C)c(C(=O)Nc2cccc(C)c2)c(C)n1C | -4 | 0.1 | -0.2 | -40
Cc1cc2ccccn2c1C(=O)c1ccccc1 | -1 | 0.1 | -0.1 | -15
CCc1ccc(-c2nc3cc(NC(=O)c4ccc(C)c(C)c4)ccc3o2)cc1 | 6 | 0.2 | 0.0 | -1
COCCCNCCOc1ccc(Cl)cc1Br | 30 | -0.6 | -0.1 | -7
COc1cc([N+](=O)[O-])ccc1N/C=C/C(=O)c1ccc(F)cc1 | 0 | -1.7 | -0.1 | -11
CC(C)N(CCNc1nc(Nc2ccccn2)nc2c1ncn2-c1ccsc1)C(C)C | 1 | -2.2 | 0.0 | 28
CCCOC(=O)c1cccc(-c2ccc(C=C3C(=O)OC(C)(C)OC3=O)o2)c1 | 6 | 0.4 | -0.1 | -9
CCOc1ccc(C(=O)C2CCN(Cc3nnnn3C3CCCCC3)CC2)cc1 | 0 | -0.3 | 0.2 | 10
O=C1CC(NC(=O)c2ccc(Cl)cc2)C(=O)N1 (centres undefined) | 0 | 1.0 | 0.0 | -9
C/C(CC(=O)NCC(C)C)=N\NC(=O)c1ccc(O)cc1O | 12 | -0.6 | 0.2 | -5
CCN1CCc2c(sc(NC(=O)c3ccc(S(=O)(=O)N4CC(C)CC(C)C4)cc3)c2C(N)=O)C1 (centres undefined) | -3 | -0.1 | 0.5 | -4
COC(=O)C1=C(C(=O)OC)[C@@H]2Nc3ccccc3[C@@]23C[C@@H](C(=O)OC)N(C(=O)Nc2ccccc2F)C3=N1 | 16 | 0.5 | 0.1 | /
CC(SC12CC3CC(CC(C3)C1)C2)C(=O)O (centres undefined) | -7 | -0.3 | 0.2 | 10
CN(C)S(=O)(=O)NCC1CCCN(Cc2cc3ccccc3s2)C1 (centres undefined) | 11 | -1.9 | 0.0 | 8
COc1ccc(NC(=O)N2CCc3ccccc3C2)cc1OC | -24 | 0.4 | 0.1 | -21
NC(C(=O)N1CCCN(C(=O)c2ccc3[nH]ncc3c2)CC1)c1ccc(-c2ccccc2)cc1 (centres undefined) | -2 | -0.1 | -0.1 | 11
COc1ccc(C(=O)NC2CCCCCC2)cc1OC | 6 | -0.6 | -0.1 | -2
CCCC1=C(C(=O)OCC)C(c2c(OC)ccc3ccccc23)n2c(s/c(=C\c3cc(OC)ccc3OC)c2=O)=N1 (centres undefined) | -4 | 0.2 | -0.1 | -4
CCCC(=O)Nc1nnc(SCC(=O)Nc2cc(C)cc(C)c2)s1 | -8 | 0.1 | 0.1 | 9
O=C(c1cccc(Cl)c1)N1CCc2ccccc2C1 | 19 | -1.7 | 0.1 | 4
CCN1C(=O)NC2(CCN(CC(=O)Nc3ccc(F)cc3)CC2)C1=O | 1 | 0.1 | 0.0 | 10
Cc1occc(=O)c1OC(=O)c1ccc(C(C)(C)C)cc1 | 4 | 0.5 | 0.1 | 3
CCCN1/C(=C(\C#N)C2=NS(=O)(=O)c3ccccc32)N(C)c2ccccc21 | 0 | 0.9 | -0.1 | -6
COc1cc(C(Nc2cc(C)ccn2)c2ccc3cccnc3c2O)ccc1O (centres undefined) | 54* | 0.8 | -0.4 | -11
CCC(O)(CC)C(=O)NN(C(=O)CCc1ccccc1)c1ccccc1 | 6 | 0.9 | -0.1 | -2
Cc1ccc(NC(=O)c2ccc(F)c([N+](=O)[O-])c2)cc1Cl | -7 | -0.3 | -0.1 | 28
COc1ccc(N2C(=O)C3C4c5ccccc5C(CO)(c5ccccc54)C3C2=O)c([N+](=O)[O-])c1 (centres undefined) | 7 | -1.0 | -0.1 | -16
Cc1n[nH]c(C)c1CCC(=O)N/N=C\c1ccc(C(C)(C)C)cc1 | -12 | -1.1 | 0.0 | -21
COC(=O)CCNC(=O)Cn1ccc2ccccc2c1=O | 6 | -0.3 | 0.0 | 2

Going on with the list:
SMILES | MITF primary | GPR151 activ | FBW7 activator | TEAD-YAP inh
O=C1C2C(C(=O)N1c1cccc(Cl)c1)N1CCCN1C2c1ccccc1 (centres undefined) | -3 | -1.7 | -0.2 | 0
CN(C)c1ccc(C2C(C#N)=C(N)N(c3ccccc3)C3=C2C(=O)CC(C)(C)C3)cc1 (centres undefined) | 13 | -0.4 | -0.2 | -11
O=C(CSc1ccccc1)NC(=O)NCc1ccccc1 | -14 | -1.0 | -0.1 | 1
CCSc1nc2sccn2c(=O)c1C(=O)N(C)CC(=O)N(C)C | 9 | -0.6 | 0.3 | 4
Fc1ccc(CCCCN2CCc3[nH]c4ccc(F)cc4c3C2)cc1 | 7 | 2.3 | -0.1 | -4
CC1=CC=CN2C(=O)C(Cc3ccc(C)cc3)(NC(=O)c3ccccc3)N=C12 (centres undefined) | 15 | -0.5 | 0.2 | 6
CCNC(=O)c1c(-c2ccccc2Cl)noc1C | 4 | -1.3 | 0.0 | 2
CCOC(=O)C1OCOC1C(=O)OCC (centres undefined) | 4 | 0.9 | -0.1 | -11
CCOC(=O)c1c(NC(=O)C(C)Sc2nnc(CNC(=O)Cc3ccc(OC)cc3)n2-c2ccc(OCC)cc2)sc2c1CCC2 (centres undefined) | 4 | 0.6 | 0.1 | 5
COc1cc(/C=c2\s/c(=C(/C#N)C(=O)N3CCCC3)n(-c3ccccc3)c2=O)ccc1O | 2 | 1.0 | -0.2 | -8
Cc1ccccc1OCCCC(=O)Nc1cccc(C(=O)O)c1 | 6 | -1.1 | -0.1 | -15
Cc1ccc2cc3c(N)c(C(=O)Nc4ccc(N5CCOCC5)cc4)sc3nc2c1 | 4 | -1.6 | 0.2 | -1
Cc1ccc(C)c(S(=O)(=O)N2CCCOC2CNC(=O)C(=O)NC(C)C)c1 (centres undefined) | 0 | 0.0 | 0.0 | 1
Cc1ccc(NC(=O)Cn2c(=O)oc3cc(S(=O)(=O)N4CCCCC4)ccc32)cc1C | 15 | -0.6 | 0.1 | 27
Cc1cc(Cl)cc(Cl)c1OCC(=O)N1CCN(c2ccc([N+](=O)[O-])cc2)CC1 | 4 | 2.0 | -0.1 | -5
O=C(CCc1nc2ccccc2c(=O)[nH]1)NC1CCCCC1 | 19 | -0.5 | 1.3 | -14
Nc1nc(Nc2nccc3ccccc23)nc2nc[nH]c12 | 7 | 0.9 | -0.1 | -10
CN1C(=O)/C(=C2\SC(=O)N(Cc3ccccc3)C2=O)c2ccccc21 | 12 | -0.6 | 0.0 | 6
COc1ccc(OC)c(/C=C(/C#N)C(N)=S)c1 | 2 | 0.9 | 0.1 | 11

An excerpt from above in order of molecular weight, high to low.
SMILES | MITF primary | GPR151 activ | FBW7 activator | TEAD-YAP inh
COC(=O)C1=C(C(=O)OC)[C@@H]2Nc3ccccc3[C@@]23C[C@@H](C(=O)OC)N(C(=O)Nc2ccccc2F)C3=N1 | 16 | 0.5 | 0.1 | /
CC1(C)CC(=O)C2=C(C1)N(c1sc3c(c1C#N)CCCC3)C(N)=C(C#N)C2c1ccc(Cl)cc1 (centres undefined) | 7 | -0.5 | 0.1 | -5
Cc1cccc(C(=O)Nc2ccc(NC(=O)c3ccc([N+](=O)[O-])o3)cc2)c1 | 20 | -1.4 | 0.1 | 8

Grouped by structure: the entries above with an aryl methoxy group
SMILES | MITF primary | GPR151 activ | FBW7 activator | TEAD-YAP inh
COc1cc(C(=O)NCc2ccc(C(=O)NCC3CCCO3)cc2)cc(OC)c1OC (centres undefined) | -4 | 0.3 | -0.2 | -8
COc1cc(/C=N/N2CCOCC2)ccc1OCc1ccc(Cl)cc1 | 10 | 1.8 | 0.0 | -53
CCCc1cc(-c2oncc2-c2ccccc2)c(O)cc1OC | 0 | 0.9 | -0.2 | 3
COc1cccc(NC(=O)CCN2CCC(C(N)=O)CC2)c1 | 1 | 2.1 | 0.2 | 4
COc1cc([N+](=O)[O-])ccc1N/C=C/C(=O)c1ccc(F)cc1 | 0 | -1.7 | -0.1 | -11
COc1ccc(NC(=O)N2CCc3ccccc3C2)cc1OC | -24 | 0.4 | 0.1 | -21
COc1ccc(C(=O)NC2CCCCCC2)cc1OC | 6 | -0.6 | -0.1 | -2
CCCC1=C(C(=O)OCC)C(c2c(OC)ccc3ccccc23)n2c(s/c(=C\c3cc(OC)ccc3OC)c2=O)=N1 (centres undefined) | -4 | 0.2 | -0.1 | -4
COc1cc(C(Nc2cc(C)ccn2)c2ccc3cccnc3c2O)ccc1O (centres undefined) | 54* | 0.8 | -0.4 | -11
COc1ccc(N2C(=O)C3C4c5ccccc5C(CO)(c5ccccc54)C3C2=O)c([N+](=O)[O-])c1 (centres undefined) | 7 | -1.0 | -0.1 | -16
CCOC(=O)c1c(NC(=O)C(C)Sc2nnc(CNC(=O)Cc3ccc(OC)cc3)n2-c2ccc(OCC)cc2)sc2c1CCC2 (centres undefined) | 4 | 0.6 | 0.1 | 5
COc1cc(/C=c2\s/c(=C(/C#N)C(=O)N3CCCC3)n(-c3ccccc3)c2=O)ccc1O | 2 | 1.0 | -0.2 | -8
COc1ccc(OC)c(/C=C(/C#N)C(N)=S)c1 | 2 | 0.9 | 0.1 | 11
